Bioassay records deposited in PubChem by Johns Hopkins Ion Channel Center.
RGS4 inh = RGS4 inhibitors, primary screen, cell-based, HEK293 M3R inducible RGS4, calcium flux. Regulator of G-protein signaling 4 (Homo sapiens), P49798. Fluo-4 calcium flux; hits give high values; triggered by carbachol at its EC20. B-score at 10 µM. 0.45% of 310,000 active. AID 463165, 2010;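 active = B-score, a plate-corrected calcium signal, over three deviations above library mean, with baseline fluorescence within five deviations of library mean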;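 note: RGS4 expression induced by doxycycline in cells with stable M3 receptor; B-score is computed from the integrated fluorescence ratio over baseline after carbachol; higher B-score means a larger calcium signal and so more RGS4 inhibition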
Target sequence (P49798 whole entry, looked up): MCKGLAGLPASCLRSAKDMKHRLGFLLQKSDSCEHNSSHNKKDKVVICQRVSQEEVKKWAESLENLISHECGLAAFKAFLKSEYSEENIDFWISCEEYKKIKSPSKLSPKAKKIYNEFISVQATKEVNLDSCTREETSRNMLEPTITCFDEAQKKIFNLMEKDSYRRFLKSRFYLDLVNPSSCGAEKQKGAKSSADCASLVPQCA
MrgX1 allo act = positive allosteric modulators of MrgX1, primary screen, HEK293 cells, Fluo-4 calcium flux | Mas-related G-protein coupled receptor member X1 (Homo sapiens), Q96LB2 | 0.63% of 310,000 active | B-score at 10 µM | FDSS; hits give high values;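 active = plate-corrected calcium response at least 3 library SD above typical, normal starting fluorescence, not activating the receptor alone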;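 note: compound read alongside a low EC10 to EC30 dose of BAM8-22 agonist; peak minus trough fluorescence over baseline measured at the second addition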
Target sequence (Q96LB2 whole entry, looked up): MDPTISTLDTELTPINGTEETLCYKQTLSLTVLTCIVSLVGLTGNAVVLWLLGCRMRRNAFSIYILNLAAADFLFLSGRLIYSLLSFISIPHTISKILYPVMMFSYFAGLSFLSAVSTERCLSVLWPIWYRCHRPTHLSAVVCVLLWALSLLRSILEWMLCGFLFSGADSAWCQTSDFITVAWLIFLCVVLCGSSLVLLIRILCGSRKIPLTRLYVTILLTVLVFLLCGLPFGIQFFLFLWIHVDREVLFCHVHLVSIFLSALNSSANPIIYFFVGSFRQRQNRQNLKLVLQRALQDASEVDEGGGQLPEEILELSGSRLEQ
MrgX1 agonist = agonists of human MrgX1 receptor, primary screen, HEK293 cells, Fluo-4 calcium flux; AID 588627, 2011; 0.44% of 310,000 active; Mas-related G-protein coupled receptor member X1 (Homo sapiens), Q96LB2; B-score at 10 µM; Fluo-4 calcium fluorescence, agonist mode; hits give high values;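 active = calcium response B-score plate-corrected fluorescence ratio at least 3 library SD, with starting fluorescence B-score inside 5 SD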
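Material: HEK293 cells stably expressing human MrgX1 receptor | Quantity: 15,000 cells per well | Times: Cells plated overnight, dye loaded 0.5 h 37 °C, 0.5 h room temperature | Measured by: Kinetic Fluo-4 NW fluorescence of intracellular calcium | Control set: Positive and negative controls per plate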
MrgX1 antag = antagonists of human MrgX1 receptor, primary screen, HEK293 cells, Fluo-4 calcium flux; Mas-related G-protein coupled receptor member X1 (Homo sapiens), Q96LB2; BAM8-22 antagonism; hits give low values; B-score at 10 µM; 1.3% of 310,000 active; AID 588676, 2011;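 active = calcium-response B-score plate-corrected more than 3 library SD below zero, starting fluorescence within 5 deviations, no agonist response on first addition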;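 note: peak minus trough fluorescence over baseline after final BAM8-22 challenge near maximal dose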
TRPC4 agonist = activators of mouse TRPC4 channel, primary screen, Fluo4 calcium, HEK293 TRPC4beta/mu-opioid cells. Fluo4 calcium fluorescence; hits give high values. B-score at 10 µM. 0.49% of 310,000 active. AID 2237, 2010;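 active = B-score above 5 SD of library B-scores, and initial fluorescence ratio not above library mean plus 5 SD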;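 note: positive B-score marks a calcium rise read as TRPC4 activation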
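system = HEK293 cells stably co-expressing mouse TRPC4beta and mu-opioid receptor | schedule = Fluo4 dye loading 45 min at room temperature, 110 s recording | measure = B-scored integrated calcium fluorescence ratio | signal = Fluo4 calcium-sensitive dye fluorescence, kinetic, 1 Hz baseline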
TMEM16A inh = TMEM16A chloride channel inhibitors, primary screen, cell-based, HTS | normalized B-score (activity score, 25-100; higher = stronger inhibition) at 10 µM | HEK293 TMEM16A/YFP iodide influx fluorescence, ionomycin | AID 588511, 2011 | Anoctamin-1 (Mus musculus), Q8BHY3 | 1.2% of 310,000 active;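 active = ratio plate-corrected score three or more library SD toward inhibition, starting fluorescence score within five deviations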;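 note: score derived from kinetic fluorescence span divided by baseline fluorescence per well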
TRPC4 block = inhibitors of mouse TRPC4 channel, primary screen, Fluo4 calcium, HEK293 TRPC4beta/mu-opioid cells. Short transient receptor potential channel 4 (Mus musculus), Q9QUQ5. B-score at 10 µM. 0.39% of 300,000 active. AID 2247, 2010. DAMGO-evoked Fluo4 calcium flux; hits give low values;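 active = B-score over 3 SD under the library average, no early fluorescence shift, positive overall ratio signal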
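Material: HEK293 cells with stable TRPC4beta plus mu-opioid receptor expression; probe or stimulus: DAMGO in two steps, submaximal then maximal; technique: Fluo4 calcium fluorescence by kinetic imaging, 5 s 1 Hz baseline; measure: integrated fluorescence ratio relative to baseline, converted to per-well B score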
TRPC6 inhibitor = mouse TRPC6 channel inhibitors, primary screen, cell-based, HEK293, membrane potential dye; 1.1% of 310,000 active; B-score at 10 µM; ACh-evoked depolarization; hits give low values;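 active = B-score under library mean minus 3 SD, initial fluorescence not abnormally high, positive integrated signal ratio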;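 note: B-score derived from integrated fluorescence ratio over the kinetic read; more negative B-score means stronger inhibition of depolarization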
TRPC6 act = mouse TRPC6 channel activators, primary screen, cell-based, HEK293, membrane potential dye | B-score at 10 µM | HEK293-TRPC6 membrane potential dye fluorescence; hits give high values | 0.13% of 310,000 active | Short transient receptor potential channel 6 (Mus musculus), Q61143;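 active = B-score of the integrated fluorescence ratio above library mean plus 3 SD, and starting fluorescence ratio within library mean plus 5 SD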;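 note: higher score means more depolarization so channel activation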
TMEM16A act = TMEM16A chloride channel activators or potentiators, primary screen, cell-based, HTS; Anoctamin-1 (Mus musculus), Q8BHY3; HEK293 TMEM16A/YFP-H148Q/I152L, iodide quench fluorescence; hits give low values; B-score at 10 µM; 0.3% of 340,000 active; AID 623877, 2012;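 active = fluorescence-ratio B-score plate-corrected deviation score at least 3 library SD below zero, with starting fluorescence score within 5 deviations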;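 note: channel opened by trigger with iodide after compound preincubation; score built on the fluorescence ratio of max minus min over baseline; more negative score means more quench and so TMEM16A activation or potentiation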
TRPC4 PAM = positive allosteric modulators of TRPC4, primary screen, cell-based, mouse TRPC4beta, HEK293 mu-opioid, Fluo-4 calcium. Short transient receptor potential channel 4 (Mus musculus), Q9QUQ5. DAMGO EC20, Fluo-4 Ca2+ flux; hits give high values. B-score at 10 µM. 0.42% of 310,000 active. AID 2227, 2009;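 active = B-score of calcium response area above 5 SD of library B-scores, with initial fluorescence ratio within 5 SD of library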;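 note: B-score of integrated fluorescence ratio over time as area under calcium response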
* hit, by the source's call; i = inactive; · = no result given.

SMILES	RGS4 inh	MrgX1 allo act	MrgX1 agonist	MrgX1 antag	TRPC4 agonist	TMEM16A inh	TRPC4 block	TRPC6 inhibitor	TRPC6 act	TMEM16A act	TRPC4 PAM
O=C(CSc1nccn(-c2cccc(F)c2)c1=O)Nc1ccc(Cl)cc1F	i	i	i	i	i	i	i	i	i	i	i
O=C(Cc1csc(N2CCOCC2)n1)N/N=C/c1cccc(O)c1	i	i	i	i	i	i	i	i	i	i	i
O=C(NCc1cccc(Cl)c1)N1CCN(S(=O)(=O)c2ccccc2F)CC1	i	i	i	i	i	i	i	i	i	i	i
C/C(=N/NC(=O)CNC(=O)c1ccncc1)c1ccco1	i	i	i	i	i	i	i	i	i	i	i
CC1(C)C(C#N)=C(N)Oc2c1c(=O)oc1ccccc21	i	i	i	i	i	i	i	i	i	i	i
CSc1ccc(/C=C(/NC(=O)c2ccc(C)cc2)C(=O)Nc2cccc(C)c2)cc1	i	i	i	i	i	i	i	i	i	i	i
O=C(NC(=S)Nc1ccc(CN2CCOCC2)cc1)c1ccco1	i	i	i	i	i	i	i	i	i	i	i
CN(C)c1ccccc1C(=O)N1CCCC(Nc2ccc(F)cc2)C1 (configuration not stated)	i	i	i	i	i	i	i	i	i	i	i
CCc1cccc(NC(=O)C2CCN(S(=O)(=O)c3c(C)noc3C)CC2)c1	i	i	i	i	i	i	i	i	i	i	i
COC(=O)Cn1cnc2c(C#N)c3n(c2c1=O)CCCCC3	i	i	i	i	i	i	i	i	i	i	i

Brought forward from above: 2 compounds, followed by the next part.
SMILES	RGS4 inh	MrgX1 allo act	MrgX1 agonist	MrgX1 antag	TRPC4 agonist	TMEM16A inh	TRPC4 block	TRPC6 inhibitor	TRPC6 act	TMEM16A act	TRPC4 PAM
CCc1cccc(NC(=O)C2CCN(S(=O)(=O)c3c(C)noc3C)CC2)c1	i	i	i	i	i	i	i	i	i	i	i
COC(=O)Cn1cnc2c(C#N)c3n(c2c1=O)CCCCC3	i	i	i	i	i	i	i	i	i	i	i
COc1ccc(CNC(=O)C2(CC3CC(c4ccccc4)=NO3)CCNCC2)cc1 (configuration not stated)	i	i	i	i	i	i	i	i	i	i	i
CCCCC(=O)NC1(C(F)(F)F)C(=O)N(CC(C)C)C2=C1C(=O)CC(C)(C)C2 (configuration not stated)	i	i	i	i	i	i	i	i	i	i	i
CCCCn1c(SCC(=O)OC)nc2c1c(=O)n(C)c(=O)n2C	i	i	i	i	i	i	i	i	i	i	i
COCCN1C(=O)c2ccccc2C(C(=O)NCCCN2CCCC2)C1c1c[nH]c2ccccc12 (configuration not stated)	i	i	i	i	i	i	i	i	i	·	i
O=C(NCc1cccnc1)[C@@H]1CC=C[C@@H]2CCN(Cc3ccccc3)C(=O)[C@@H]21	i	i	i	i	i	i	i	i	i	i	i
O=C(CSc1nnc(-c2ccc(O)cc2)o1)N1CCOCC1	i	i	i	i	i	i	i	i	i	·	i
CCOc1ccc2[nH]c(=O)c(CN(CC3COCCO3)C(=O)C3CC3)cc2c1 (configuration not stated)	i	i	i	i	i	i	i	i	i	i	i
CC(NC(=O)Cn1cccc1C(=O)c1ccccc1)c1ccc2c(c1)OCCO2 (configuration not stated)	i	i	i	i	i	i	i	i	i	i	i
CCC(C)(C)C1CCC2(CC1)NC(=S)N(c1ccccc1)N2 (configuration not stated)	i	i	i	i	i	i	i	i	i	i	i
CCC(=O)Nc1cccc(C2=NN(c3ccccc3)C(c3ccc(OC)cc3)C2)c1 (configuration not stated)	i	i	i	i	i	i	i	i	i	i	i
COc1ccc(OC)c(C2=NOC(C(=O)NCCN3CCOCC3)C2)c1 (configuration not stated)	i	i	i	i	i	i	i	i	i	i	i
N#Cc1cc2cc3c(cc2nc1N1CCOCC1)OCO3	i	i	i	i	i	i	i	i	i	i	i
CCCCN1C[C@H](O)[C@@H](O)[C@H](O)[C@H]1CO	i	i	i	i	i	i	i	i	i	i	i
CN(C(=O)CSc1nnnn1-c1ccc(O)cc1)C1CCS(=O)(=O)C1 (configuration not stated)	i	i	i	i	i	i	i	i	i	i	i
CN(C)/C=C(/C(=O)c1ccccc1Cl)S(=O)(=O)c1ccccc1	i	i	i	i	i	i	i	i	i	i	i
COc1cccc(C(=O)Nc2ccc3[nH]c(=O)[nH]c3c2)c1OC	i	i	i	i	i	i	i	i	i	i	i
COc1ccc(CNC(=O)CN2CCN(c3ccccc3)CC2)cc1	i	i	i	i	i	i	i	i	i	i	i
CCOC(=O)c1cc2n(n1)C(C(F)(F)C(F)(F)F)CC(C)N2 (configuration not stated)	i	i	i	i	i	i	i	i	i	i	i
O=c1c2c(-c3ccc([N+](=O)[O-])cc3)ccnc2[nH]n1-c1ccccc1	i	i	i	i	i	i	i	i	i	i	i
COc1ccc(OC)c(C2C(C#N)=C(N)Oc3c2c(C)nn3-c2ccc(C)cc2)c1 (configuration not stated)	i	i	i	i	i	i	i	i	i	i	i
O=C(Nc1ccccc1)N1CCCc2ccccc21	i	i	i	i	i	i	i	i	i	i	i
c1ccc(CNc2ncnc3c2cnn3-c2ccccc2)cc1	i	i	i	i	i	i	i	i	i	i	i
COc1ccc(-c2ccc(S(=O)(=O)N3CCOCC3)cc2)cc1	i	i	i	i	i	i	i	i	i	i	i
COc1ccc(-c2[nH]ncc2CN(C)Cc2nonc2C)c(OC)c1	i	i	i	i	i	i	i	i	i	i	i
CC1(c2ccccc2)CC(C)(C)N(C(=O)c2cc([N+](=O)[O-])cc([N+](=O)[O-])c2)c2ccccc21 (configuration not stated)	i	i	i	i	i	i	i	i	i	i	i
CCn1c(SCC(=O)Nc2ccc(OC)cc2)nc2nc3c(cc2c1=O)CCCC3	i	i	i	i	i	i	i	i	i	i	i
COc1ccc(CCNCc2ccc(OCC(=O)N3CCCCC3)c(OC)c2)cc1OC	i	i	i	i	i	i	i	i	i	i	i
COc1ccc(N2CCN(S(=O)(=O)c3ccc(Cl)c(C(F)(F)F)c3)CC2)cc1	i	i	i	i	i	i	i	i	i	i	i
COCCN(C(=O)Cc1cccs1)c1nnc(-c2cccnc2)s1	i	i	i	i	i	i	i	i	i	i	i
COCC(C)NC(=O)c1oc2c(c1C)C1(CCC2)SCCS1 (configuration not stated)	i	i	i	i	i	i	i	i	i	i	i
CCOC(=O)C1CCCN(C(=O)c2cc(Cl)ccc2NC(=O)C2=C(C)OCCS2)C1 (configuration not stated)	i	i	i	i	i	i	i	i	i	i	i
Fc1ccc(-c2csc(NC(=S)Nc3ccccc3)n2)cc1	i	i	i	i	i	i	i	i	i	i	i
C=CCn1c(SCC(N)=O)nc(C)cc1=O	i	i	i	i	i	i	i	i	i	i	i
Cc1ccccc1NC(=O)COC(=O)c1c[nH]c(=O)[nH]c1=O	i	i	i	i	i	i	i	i	i	i	i
CC1(C)C2CCC1(C)C(OC(=O)CNc1ccccc1)C2 (configuration not stated)	i	i	i	i	i	i	i	i	i	i	i
O=C(NCc1cccnc1)c1ccc(Cl)c(S(=O)(=O)N2CCOCC2)c1	i	i	i	i	i	i	i	i	i	i	i
CC1CN(c2nc(-c3ccccc3)nc3ccccc23)CC(C)O1 (configuration not stated)	i	i	i	i	i	i	i	i	i	i	i
Cc1nn(C)c(C)c1NC(=O)c1ccc(Cl)cc1	i	i	i	i	i	i	i	i	i	i	i
Cc1cc(=O)oc(C)c1C(=O)N1CCN(C(c2ccccc2)c2ccccc2)CC1	i	i	i	i	i	i	i	i	i	i	i
O=C(O/N=C1\CCCc2ccccc21)C1CC1	i	i	i	i	i	i	i	i	i	i	i
CCS(=O)(=O)C1=NSC2=NC(=O)/C(=C\c3ccc(OC(=O)c4ccco4)c(OC)c3)C(=N)N21	i	28*	i	i	i	i	i	i	i	i	i
Clc1ccccc1CN1CCC(Cc2ccccc2)CC1	i	i	i	i	i	i	i	i	i	i	i
NC(Cc1c[nH]c2ccccc12)C(=O)Nc1ccccc1 (configuration not stated)	i	i	i	i	i	i	i	i	i	i	i
CCNC(=O)C/C(C)=N/NC(=O)C(=O)Nc1ccc(CC)cc1	i	i	i	i	i	i	i	i	i	i	i
CCCc1c(C(=O)Nc2ccc(C(F)(F)F)cc2)cnn1-c1ccccc1	i	i	i	i	i	i	i	i	i	i	i
Nc1nc(-c2ccc(Cl)cc2)cn1N	i	i	i	i	i	i	i	i	i	i	i
O=C(Cc1cccc2ccccc12)NNC(=O)c1cccs1	i	i	i	i	i	i	i	i	i	i	i
Cc1cccc(N2CCN(C3CCCCC3NS(=O)(=O)c3ccccc3)CC2C)c1 (configuration not stated)	i	i	i	i	i	i	i	i	i	i	i
COc1ccccc1N1C(=NC(=O)C(C)Oc2ccccc2)SC2CS(=O)(=O)CC21 (configuration not stated)	i	i	i	i	i	i	i	i	i	i	i
CCOC(=O)N1CCN(C(=O)CCc2ccc(S(=O)(=O)NCCc3ccccc3)cc2)CC1	i	i	i	i	i	i	i	i	i	i	i
O=C(CN1C(=O)c2ccccc2C1=O)NCC(=O)OCC(=O)c1ccc(Cl)cc1	i	i	i	i	i	i	i	i	i	i	i
CCOc1nc2ccccc2cc1/C=C/C(=O)O	i	i	i	i	i	i	i	i	i	i	i
Cc1cc(/C=N/n2cnnc2)c(C)n1-c1ccccc1	i	i	i	i	i	i	i	i	i	i	i
